PTHR1 agonist – qHTS for PTHR1 Agonists: Primary Screen | Parathyroid hormone/parathyroid hormone-related peptide receptor (Homo sapiens), Q03431 | HEK293 GP2 PTHR1 cells, GloSensor cAMP luminescence, 1 h | Potency, µM (highest dose often 115 µM), for the others: at the top dose activation, hits mostly activators | 0.075% of 410,000 active; active = well fitted activation curve with a large enough effect; inconclusive = small, poorly fitted or top-dose-only effect, or another doubt; inactive = no such curve, though single readings can be large or run the other way; note: potency is the fitted concentration of half-maximal effect; nearly all actives have a fitted effect of over 55% in size; some results filed as inactive show a strong effect at the top dose; inactives centre near -15; many of its hits are not listed in these tables
Target sequence (Q03431 whole entry, looked up): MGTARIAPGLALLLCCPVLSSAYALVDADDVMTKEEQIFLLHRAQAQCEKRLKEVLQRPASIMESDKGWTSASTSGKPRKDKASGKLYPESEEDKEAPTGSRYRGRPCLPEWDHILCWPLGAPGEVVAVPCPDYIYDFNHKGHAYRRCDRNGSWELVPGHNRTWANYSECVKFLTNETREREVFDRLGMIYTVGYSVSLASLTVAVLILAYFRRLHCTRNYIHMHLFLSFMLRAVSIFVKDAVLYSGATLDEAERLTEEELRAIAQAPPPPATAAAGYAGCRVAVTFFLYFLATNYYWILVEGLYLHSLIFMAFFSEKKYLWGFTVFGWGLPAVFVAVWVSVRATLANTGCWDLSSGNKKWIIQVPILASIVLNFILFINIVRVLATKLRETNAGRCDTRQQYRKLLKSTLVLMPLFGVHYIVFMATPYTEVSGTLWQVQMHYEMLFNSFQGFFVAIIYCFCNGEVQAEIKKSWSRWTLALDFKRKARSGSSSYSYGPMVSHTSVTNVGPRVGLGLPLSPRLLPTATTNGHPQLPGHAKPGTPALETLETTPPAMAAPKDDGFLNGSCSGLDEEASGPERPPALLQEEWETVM
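HEK-293-derived GP2 cells expressing PTHR1 and a GloSensor cAMP reporter, 3,000/well, plated overnight, given luciferin plus IBMX (each 0.5 mM as added) for 1 h at 37 °C, then compound for 1 h at 37 °C. Luminescence was read after 15 min at room temperature.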
D3 ag – qHTS of D3 Dopamine Receptor Agonist: qHTS | D(3) dopamine receptor (Homo sapiens), P35462 | D3R DiscoveRx beta-arrestin cells, luminescence, 90 min | max activation, % | 0.58% of 410,000 active | AID 652048, 2013; in the data active = max activation above about 30%; note: 0% is about no effect; mostly tested at two doses, the higher about 12 µM
Target sequence (P35462 whole entry, looked up): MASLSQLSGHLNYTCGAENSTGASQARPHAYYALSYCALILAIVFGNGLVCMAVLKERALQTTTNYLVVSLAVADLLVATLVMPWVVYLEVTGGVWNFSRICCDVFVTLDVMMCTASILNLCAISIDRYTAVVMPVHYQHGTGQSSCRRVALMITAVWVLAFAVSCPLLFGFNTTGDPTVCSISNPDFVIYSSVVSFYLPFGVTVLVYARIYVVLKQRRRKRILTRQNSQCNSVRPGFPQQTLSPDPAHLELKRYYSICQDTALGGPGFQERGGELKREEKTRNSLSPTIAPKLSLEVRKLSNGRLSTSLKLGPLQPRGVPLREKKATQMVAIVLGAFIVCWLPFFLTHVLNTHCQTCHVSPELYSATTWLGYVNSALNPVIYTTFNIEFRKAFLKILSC
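Agonist-mode cell screen: cells plated at 1500/well and incubated overnight at 37 °C, then exposed to library compounds for 90 min at 37 °C. Detection reagent was added for 30–60 min at room temperature, and luminescence was read.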
Numbers without * were called inactive; i = inactive; ? = inconclusive; [ ] = remark or other dose. The list is partial; rates above refer to the full screens.

Each structure is followed by: PTHR1 agonist	D3 ag
- CCOC(=O)C1CCCN(C(=O)Cn2ncc3c(C)n(Cc4ccc(F)cc4)c(C)c3c2=O)C1 (stereo unspecified)
    -92%[inhibitor]	8
- COc1cc(/C=C(\C#N)c2nc3ccc(C)cc3[nH]2)ccc1OCc1ccc(C)cc1
    i	-12
- Cc1ccc(C)c(NC(=O)N2CCN(c3nnc(C)c4c(C)n(-c5ccccc5)nc34)CC2)c1
    0%	-17
- CCCCN(CCCC)S(=O)(=O)c1ccc(C(=O)Nc2sc3c(c2C(N)=O)CCN(CC)C3)cc1
    -13%	2
- Cc1ccc(CNC(=O)CCc2nc3cccnc3n2Cc2ccccc2)cc1
    -14%	-9
- Clc1cccc(-n2ncc3c(N4CCN(Cc5ccccc5)CC4)ncnc32)c1
    -32%[inhibitor]	8
- O=C(NC1CCCC1)c1ccc(CSc2nc3ccncc3n2Cc2cccc(F)c2)cc1
    i	-3
- CCCCN(C)CCNC(=O)Cn1ncc2c([nH]c3ccccc32)c1=O
    -18%	-10
- COC(=O)c1ccc(-n2c(/C=C/c3cc(OC)c(OC)c(OC)c3)nc3cc(Cl)ccc3c2=O)cc1
    -40%[inhibitor]	-5
- COc1cc(CNc2ccc3[nH]c(=O)[nH]c3c2)cc(Cl)c1OCc1ccc(F)cc1
    -63%[inhibitor]	4
- O=C(Cn1c(-c2cccs2)cc2cc(F)ccc21)NCCc1ccc(Cl)cc1
    -6%	3
- COc1ccc(Cl)cc1NC(=O)c1ccc2c(c1)CCN2S(C)(=O)=O
    i	-19
- CCCCNc1ccc(-c2nc(-c3ccccn3)no2)cc1[N+](=O)[O-]
    i	-3
- Cc1cc(F)ccc1NC(=O)CCn1nc(C)c(S(=O)(=O)N2CCCCC2)c1C
    -12%	9
- COc1cc(NS(=O)(=O)c2ccc3c(c2)CC(=O)N3)cc(OC)c1OC
    ?	8
- CCN(CC)S(=O)(=O)c1ccc2c(c1)N(CC(=O)N1CCN(c3cccc(C(F)(F)F)c3)CC1)C(=O)CO2
    -22%	-20
- COc1cc(OC)c(NC(=O)c2c(C)nn(-c3ccc(C)cc3)c2-n2cccc2)cc1Cl
    -21%	-6
- COc1cc(Nc2nn(-c3ccc(OC(F)(F)F)cc3)nc2C(C)=O)cc(OC)c1
    i	6
- COc1ccccc1NC(=O)Cn1nc(-c2ccc(C)cc2)c2c(c1=O)CCCC2
    i	3
- Cc1ccc(NC(=O)CSc2nnc(C)n3c2cc2sccc23)c(C)c1
    i	-22

Continued; it opens with the four that closed the last part.
Each structure is followed by: PTHR1 agonist	D3 ag
- COc1cc(OC)c(NC(=O)c2c(C)nn(-c3ccc(C)cc3)c2-n2cccc2)cc1Cl
    -21%	-6
- COc1cc(Nc2nn(-c3ccc(OC(F)(F)F)cc3)nc2C(C)=O)cc(OC)c1
    i	6
- COc1ccccc1NC(=O)Cn1nc(-c2ccc(C)cc2)c2c(c1=O)CCCC2
    i	3
- Cc1ccc(NC(=O)CSc2nnc(C)n3c2cc2sccc23)c(C)c1
    i	-22
- COc1ccc(C2=Nc3ccccc3N(CC(=O)Nc3cccc(C(C)=O)c3)C(=O)C2)cc1
    -53%[inhibitor]	-10
- Cc1ccc(CSc2oc(-c3cccs3)nc2S(=O)(=O)c2ccc(C)cc2)cc1
    -12%	6
- CCOC(=O)C(C)NC(=O)c1cc2c(=O)[nH]c3ccc(C)cc3c2s1 (stereo unspecified)
    i	5
- O=C(CN1C(=O)C(c2ccc(F)cc2)=NC12CCCCCC2)Nc1ccc(F)c(Cl)c1
    -90%[inhibitor]	-12
- CC(=O)c1cccc(-n2c(=O)c3c4c(sc3n(Cc3cccc(C)c3)c2=O)CN(C(C)=O)CC4)c1
    i	-3
- Cc1ccc(NC(=O)CCCc2nc(-c3ccco3)no2)cc1Cl
    i	-20
- O=C(Cn1c(=O)c2cccn2c2ccc(F)cc21)N1CCN(c2ccccc2F)CC1
    -9%	-10
- O=S(=O)(c1ccccc1)c1nc(-c2ccccc2Cl)oc1N1CCCCCC1
    -41%	-7
- Cc1ccccc1-n1c(=O)c2ccccc2n(Cc2ccc(F)cc2)c1=O
    i	6
- Cc1cccc(-c2nc3cc(NC(=O)Cc4ccc(Cl)cc4)ccc3o2)c1
    i	1
- O=C(c1ccc2c(c1)N(Cc1cccc(Cl)c1)C(=O)c1ccccc1S2(=O)=O)N1CCN(Cc2ccccc2)CC1
    i	-20
- CCCOc1ccc(CNC(=O)C(NS(=O)(=O)c2cccs2)C(C)C)cc1 (stereo unspecified)
    i	4
- Cc1ccc(Nc2sc(C(=O)c3ccc(F)cc3)c(N)c2S(=O)(=O)c2ccc(C)cc2)cc1
    -25%	-4
- CCOc1ccc(C2C(C(=O)Nc3ccccc3)=C(C)Nc3nc(-c4ccccc4Cl)nn32)cc1OC (stereo unspecified)
    -21%	-5
- CCOC(=O)c1cc(-c2ccc(OC)cc2)nn1Cc1ccccc1
    -77%[inhibitor]	7
- CCOc1cc2[nH]c(=O)n(Cc3ccc(C(=O)N4CCN(c5cccc(Cl)c5)CC4)cc3)c(=O)c2cc1OCC
    -14%	2
- CC(C)c1nn2c(=O)cc(COC(=O)c3ccc4c(c3)OCO4)nc2s1
    -4%	6
- Cc1ccc(CNC(=O)c2cnn(-c3cccc(C)c3)c2C2CCN(C(=O)OC(C)(C)C)CC2)cc1
    -37%[inhibitor]	0
- CCOC(=O)c1c(C)[nH]c(C)c1S(=O)(=O)N1CCC(C(=O)Nc2ccc(F)cc2F)CC1
    i	3
- COc1ccc(C2CC(=O)Nc3c2c(=O)[nH]c2nc4ccccc4n32)cc1OC (stereo unspecified)
    -8%	1
- COc1ccc(S(=O)(=O)Nc2cc3c(C(=O)OC(C)C)c(C)oc3c3ccccc23)cc1
    i	4
- CN(Cc1ccccc1)C(=O)Nc1ccc2c(c1)N(C)C(=O)c1ccccc1S2
    i	-17
- CCOc1ccc(NC(=O)CSc2oc(-c3cccs3)nc2S(=O)(=O)c2ccc(C)cc2)cc1
    -15%	7
- CCc1ccc(CNC(=O)Cn2nc(-c3ccc(Cl)cc3)ccc2=O)cc1
    ?	-5
- O=c1c2sc3ccccc3c2n(Cc2ccccc2F)c(=O)n1CCc1ccccc1
    -5%	-5
- COc1cc(S(=O)(=O)NCCc2c(C)[nH]c3ccccc23)c(C)cc1C
    -8%	7
- COCCCNC(=O)c1cc(-c2ccc(OC)cc2)nc2n[nH]c(-c3ccc(Cl)cc3)c12
    i	0
- COc1ccc(CCNc2nc(SCc3cccc(Cl)c3)nc3ccccc23)cc1OC
    i	8
- CCc1ccc(-n2c(=O)c3c4c(sc3n(Cc3cc(=O)n5c(C)cccc5n3)c2=O)CCC4)cc1
    i	-10
- COc1ccc(CCNC(=O)c2cc(C)nc3c2c(C)nn3-c2ccccc2)cc1OC
    0%	-3
- COc1ccc(OC)c(NC(=O)C2=C(C)C(=O)OC23CCCCCC3)c1
    -95%[inhibitor]	-15
- CC1=C(c2ccc(C)c(C)c2)S(=O)(=O)N=C1N1CCC(C(=O)N2CCC(C)CC2)CC1
    -24%	-4
- CCc1ccc(NC(=O)CSc2nc(=O)n(Cc3ccncc3)c3c2CCC3)cc1
    -12%	6
- CCN1C(C(=O)c2ccccc2)=C(OC(=O)c2ccc(Cl)cc2)c2ccccc2S1(=O)=O
    -24%	-10
- COc1cc2c(-c3ccccc3C)nc3c(c(C)nn3-c3ccccc3)c2cc1OC
    -4%	41*
- CC1CCc2c(sc3nnn(CC(=O)Nc4ccccc4Cl)c(=O)c23)C1 (stereo unspecified)
    -27%	-2
- COc1ccc(N2CC(NC(=O)C(=O)c3c[nH]c4ccccc34)CC2=O)cc1 (stereo unspecified)
    -11%	10
- O=c1oc2ccc(F)cc2cc1-c1nc(-c2cccs2)no1
    -19%	-6
- COC(=O)c1ccc(Oc2nc3c(c(=O)n(C)c(=O)n3C)n2C(C)C)cc1
    i	1
- COc1ccc(-c2cn3c(n2)sc2cc(C(=O)NCCC4=CCCCC4)ccc23)cc1
    i	7

Full records, quoted from the list. Screens in order: PTHR1 agonist	D3 ag
Entry for COc1cc2c(-c3ccccc3C)nc3c(c(C)nn3-c3ccccc3)c2cc1OC : -4%	41*
Entry for CC(C)c1nn2c(=O)cc(COC(=O)c3ccc4c(c3)OCO4)nc2s1 : -4%	6
Entry for O=C(NC1CCCC1)c1ccc(CSc2nc3ccncc3n2Cc2cccc(F)c2)cc1 : i	-3
Entry for O=C(Cn1c(-c2cccs2)cc2cc(F)ccc21)NCCc1ccc(Cl)cc1 : -6%	3

In a second layout: entries from further up.
SMILES	PTHR1 agonist	D3 ag
COc1ccc(S(=O)(=O)Nc2cc3c(C(=O)OC(C)C)c(C)oc3c3ccccc23)cc1	i	4
CN(Cc1ccccc1)C(=O)Nc1ccc2c(c1)N(C)C(=O)c1ccccc1S2	i	-17
CCOc1ccc(NC(=O)CSc2oc(-c3cccs3)nc2S(=O)(=O)c2ccc(C)cc2)cc1	-15%	7

The listing continues.
Each structure is followed by: PTHR1 agonist	D3 ag
- CCSc1nnc(NC(=O)c2cc(=O)c3cc(C)c(C)cc3o2)s1
    i	-1
- CCN(CC)c1ccc(CNCCCSc2nnnn2C)cc1
    i	-20
- Cc1ccc(-c2nnc(SCc3cccc(C#N)c3)o2)cc1
    i	5
- Cc1ccc(Cn2cc(/C=C(/C#N)C(=O)Nc3cccc(Cl)c3)c3ccccc32)cc1
    -26%	-12
- O=C(CSc1nc(Nc2ccccc2)c2ccccc2n1)c1ccc(Cl)cc1
    -37%[inhibitor]	6
- COc1ccc(-n2c(=O)c3ccccc3n(Cc3cccc(C)c3)c2=O)cc1
    -21%	6
- COc1ccc(Cl)cc1NC(=O)Cn1c(=O)n(Cc2ccco2)c(=O)c2ccc(C(=O)NC3CCCC3)cc21
    i	5
- CC(C)c1ccc(S(=O)(=O)Nc2cc3c(cc2NCc2ccccc2)n(C)c(=O)n3C)cc1
    -55%	2
- CCOC(=O)c1c(C)[nH]c(C)c1S(=O)(=O)N(C)CC(=O)Nc1ccc(C)cc1Br
    -14%	-8
- CCN(CC)CCCNC(=O)CCCn1c(=O)[nH]c2ccc(Br)cc2c1=O
    i	-7
- Cc1cc(C)c2sc(N3CCN(C(=O)c4ccc(N(C)C)cc4)CC3)nc2c1
    -4%	-18
- Fc1ccc(-c2nc(Nc3cccc(C(F)(F)F)c3)nc3c2COc2ccccc2-3)cc1
    i	5
- CCC(=O)N1CCc2cc(Br)cc(S(=O)(=O)CCC(=O)N3CCN(c4cccc(C(F)(F)F)c4)CC3)c21
    -22%	-17
- COc1cc(-c2noc(C3CC(=O)N(c4ccc5c(c4)OCCO5)C3)n2)cc(OC)c1OC (stereo unspecified)
    -8%	0
- O=C(CN1C(=O)C2(SCC(=O)N2c2ccc(Cl)cc2)c2ccccc21)NCCc1ccccc1 (stereo unspecified)
    -38%[inhibitor]	-3
- COc1ccc(NC(=O)CSc2nncn3c2cc2oc(C)cc23)cc1OC
    i	-19
- Cc1ccc(-c2nc3n(n2)C(c2ccccc2C)C=C(c2ccc(Cl)cc2)N3)cc1 (stereo unspecified)
    -4%	-1
- CCOC(=O)C1=C(c2ccccc2)Nc2ncnn2C1c1ccc(Cl)cc1 (stereo unspecified)
    ?	-6
- COc1ccc(S(=O)(=O)c2c(SC)nn(CC(=O)Nc3cccc(C)c3C)c2N)cc1
    i	-8
- CCOC(=O)c1cc(S(=O)(=O)Nc2c(C)cc(C)cc2C)[nH]n1
    i	-7
- CCOc1ccc(-c2cc(CCCC(=O)NCCc3ccc(Cl)cc3)no2)cc1
    -15%	-2
- Cc1ccc(-n2c(=O)c3c4c(sc3n(Cc3cc(=O)n5cc(Cl)ccc5n3)c2=O)CCC4)cc1C
    -6%	-18
- CCOc1ccc2nc(N(Cc3cccnc3)C(C)=O)sc2c1
    -16%	5
- COc1ccc(C(=O)Nc2ccccc2-c2nc3ccccc3s2)cc1OC
    -13%	7
- CC(=O)c1ccc(NC(=O)c2cnc(N3CCCC3)nc2C)cc1
    -43%[inhibitor]	7
- Cc1ccc(-n2nc(C)c3c(C(=O)NCc4ccc(F)cc4)cc(C)nc32)cc1
    -29%	10
- COc1ccc(C(=O)NCC(c2cccnc2)N2CCc3ccccc32)cc1OC (stereo unspecified)
    -3%	2
- COc1cccc(C2c3c(-c4ccccc4O)n[nH]c3C(=O)N2CCc2ccc(OC)c(OC)c2)c1 (stereo unspecified)
    -5%	4
- CCS(=O)(=O)N1CCc2cc(C(=O)Nc3cc(C)cc(C)c3)ccc21
    -19%	-8
- Cc1ccc(C)c(-n2c(N)c(C#N)c3nc4ccccc4nc32)c1
    -21%	5
- Cc1c(CC(=O)NCCc2ccccc2F)c(=O)oc2c(C)c3occ(C(C)(C)C)c3cc12
    -4%	3
- CCN(CC)c1cc(C)c2cc(NC(=O)/C=C/c3ccccc3OC(C)C)ccc2n1
    -16%	-3
- Cc1ccc(CNC(=O)c2ccc(N3CCCC3)c(NC(=O)Nc3ccc(C)cc3)c2)cc1
    i	1
- CCCCN(CCCNC(=O)c1cc(Nc2cccc(SC)c2)nc2ccccc12)Cc1ccccc1
    -16%	-16
